UTI89 phage lysis: inhibition of K1F phage lysis, E. coli UTI89, bacterial capsule biogenesis inhibitors, alamar blue (AID 488966) | E. coli UTI89 K1F phage lysis, alamar blue, 2 h; higher % means a stronger effect | one-dose inhibition, % at 100 µM; IC50 in µM for titrated hits | hit rate 0.02% among 340,000;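 active means phage lysis inhibition, versus mean bacterial control, above a set limit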;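 further: capsule biogenesis inhibitors block K1F phage lysis so surviving cells raise fluorescence; higher fluorescence means more inhibition of phage lysis; actives were called in the ten point dose series up to 300 µM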
GPR35 antagonists: GPR35 antagonists blocking zaprinast-driven arrestin recruitment, primary screen, imaging, U2OS, beta-arrestin-GFP, zaprinast agonist (AID 2058). hit rate 0.052% among 290,000. one-dose inhibition, % at 10 µM; IC50 in µM for titrated hits. U2OS GPR35 beta-arrestin-GFP translocation imaging, zaprinast antagonism; higher % means a stronger effect;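 active means inhibition of at least 50% with at least 30 cells and total cytoplasm GFP at most 10,000,000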
GPR55 activation: selective activators of receptor GPR55 – imaging, U2OS cells, beta-arrestin-GFP redistribution, primary screen (AID 1961). U2OS GPR55 beta-arrestin-GFP redistribution imaging; higher % means a stronger effect. activation, % at 10 µM; hits with a dose series show EC50 in µM. hit rate 0.048% among 290,000;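 active means activation above 40% with more than 50 cells counted in the well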;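 further: U2OS osteosarcoma cells stably expressing GPR55 and beta-arrestin-GFP; plate controls were DMSO negative control for no effect and LPI positive control for full effect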
KOR beta-arrestin-1: kappa opioid receptor blockers – cell-based, luminescence, uHTS (AID 1778) | KOR beta-arrestin recruitment, luminescence, antagonist mode; higher % means a stronger effect | inhibition, % at 10 µM; hits with a dose series show IC50 in µM | hit rate 0.091% among 290,000; in the data active means inhibition above about 50%; further: strong numbers were not always called active
KOR beta-arrestin-2: kappa opioid receptor activators – cell-based, luminescence, uHTS, primary screen (AID 1777) | one-dose activation, % at 10 µM; EC50 in µM for titrated hits | hit rate 0.02% among 280,000 | KOR beta-arrestin recruitment, luminescence; higher % means a stronger effect; in the data active means activation above about 50%, passing the limit was not always enough; further: a part of the inactive calls stands beside numbers as strong as those of hits
MgcRacGAP inhibition: MgcRacGAP GTPase-activating activity inhibitors, confirmation, biochemical, ADP Hunter fluorescence. AID 624330. MgcRacGAP-stimulated Rac1 GTP hydrolysis, ADP Hunter fluorescence; higher % means a stronger effect; GST-tagged Rac1 F28L mutant substrate. inhibition, % at 30 µM, or IC50 in µM where a hit was titrated. hit rate 0.6% among 340,000;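 active means first-screen hits whose inhibition reached a set limit at any dose in the follow-up dose series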;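 further: fluorescence reports GDP produced by GAP-driven GTP hydrolysis; strong numbers were not always called active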
NOD1 NF-kB reporter: inhibition of NOD1-driven NF-kB reporter – cell-based, luminescence, uHTS, primary screen (AID 1578) | NOD1-driven NF-kB luciferase reporter cells, luminescence; higher % means a stronger effect | inhibition, % at 4 µM; hits with a dose series show EC50 in µM | hit rate 1% among 290,000; in the data active means inhibition mostly above about 36%, no sharp cut-off; inactive means mostly below about 34%;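 further: HEK-293T reporter cells stimulated with the NOD1 agonist gamma-tri-DAP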
NTR1 ag: NTR1-driven beta-arrestin-GFP spot formation – imaging, U2OS cells, high content, primary screen (AID 493036). hit rate 0.17% among 330,000. P30989. activation, % at 20 µM. agonist mode;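 active means activation at or above 40% of the spot to cytoplasm intensity ratio, with at least 20 cells analyzed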;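 further: 0% = DMSO without peptide and 100% = 100 nM NTR1 peptide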
Target sequence (P30989 whole entry, looked up): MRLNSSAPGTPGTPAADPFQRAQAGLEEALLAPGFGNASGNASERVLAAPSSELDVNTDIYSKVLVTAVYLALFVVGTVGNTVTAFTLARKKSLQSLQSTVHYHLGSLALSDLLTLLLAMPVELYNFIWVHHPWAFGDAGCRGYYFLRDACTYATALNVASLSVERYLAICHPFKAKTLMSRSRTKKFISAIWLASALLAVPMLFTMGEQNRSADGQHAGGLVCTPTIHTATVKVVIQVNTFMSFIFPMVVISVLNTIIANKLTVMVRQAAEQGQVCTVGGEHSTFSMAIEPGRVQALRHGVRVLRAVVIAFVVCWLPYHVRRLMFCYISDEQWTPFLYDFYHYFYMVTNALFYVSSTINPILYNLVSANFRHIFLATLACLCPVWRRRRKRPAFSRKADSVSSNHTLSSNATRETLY
GPR55 LPI antagonism: inhibition of LPI-stimulated GPR55 beta-arrestin translocation – imaging, U2OS, beta-arrestin-GFP, LPI agonist, primary screen (AID 2013). U2OS GPR55 beta-arrestin-GFP translocation imaging, LPI antagonism; higher % means a stronger effect. hit rate 0.13% among 290,000. inhibition, % at 10 µM, or IC50 in µM where a hit was titrated;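 active means spots per cell inhibited over 60%, with over 100 cells counted and total cytoplasm intensity under 500,000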;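 further: U2OS cells stably carrying GPR55 and arrestin-GFP stimulated by 5 µM LPI near EC80; imaged beta-arrestin-GFP aggregate spots per cell after agonist stimulation; plate controls were LPI-stimulated DMSO wells for no effect and DMSO wells without LPI for full effect; some results filed as inactive read as strong as hits; confirmed hits need IC50 under 10 µM and bright autofluorescent wells are also inconclusive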
NTR1 ag cell count 20 µM: second read-out of NTR1 ag, no call of its own (marks repeat the call); cell count; measured here: cell count, cytotoxicity flag
Numbers without * were called inactive; x = no result given; [ ] = remark or other dose.

A first look:
| item | compound | UTI89 phage lysis | GPR35 antagonists | GPR55 activation | KOR beta-arrestin-1 | KOR beta-arrestin-2 | MgcRacGAP inhibition | NOD1 NF-kB reporter | NTR1 ag | NTR1 ag cell count 20 µM | GPR55 LPI antagonism |
| --- | --- | --- | --- | --- | --- | --- | --- | --- | --- | --- | --- |
| 1 | CN1CC(=O)N(CC(=O)N2CCC(Cc3ccccc3)CC2)C1=O | 0.2% | 4% | 0.1% | 33% | -2.6% | 8% | 0% | 1.9 | 60 | 16% |
| 2 | N#CCCn1c(-c2nonc2NC(=O)c2ccccc2Cl)nc2ccccc21 | 0.5% | -10% | 0.0% | -3% | -0.7% | -2% | -39% | 2.8 | 71 | 0% |
| 3 | CN1CCc2c(sc3c2C(=O)NC(c2ccccn2)N3)C1 (stereo not drawn) | -0.1% | 3% | -0.2% | -20% | 41% | 3% | 17% | -0.9 | 76 | 0% |

Main list, from the start:
| item | compound | UTI89 phage lysis | GPR35 antagonists | GPR55 activation | KOR beta-arrestin-1 | KOR beta-arrestin-2 | MgcRacGAP inhibition | NOD1 NF-kB reporter | NTR1 ag | NTR1 ag cell count 20 µM | GPR55 LPI antagonism |
| --- | --- | --- | --- | --- | --- | --- | --- | --- | --- | --- | --- |
| 1 | CN1CC(=O)N(CC(=O)N2CCC(Cc3ccccc3)CC2)C1=O | 0.2% | 4% | 0.1% | 33% | -2.6% | 8% | 0% | 1.9 | 60 | 16% |
| 2 | N#CCCn1c(-c2nonc2NC(=O)c2ccccc2Cl)nc2ccccc21 | 0.5% | -10% | 0.0% | -3% | -0.7% | -2% | -39% | 2.8 | 71 | 0% |
| 3 | CN1CCc2c(sc3c2C(=O)NC(c2ccccn2)N3)C1 (stereo not drawn) | -0.1% | 3% | -0.2% | -20% | 41% | 3% | 17% | -0.9 | 76 | 0% |
| 4 | Cc1ccc(N(C(=O)c2ccccc2Cl)C2=NC(C)CS2)c(C)c1 (stereo not drawn) | 1.0% | -22% | 0.2% | -36% | 2.3% | 4% | -2% | 3.7 | 90 | 13% |
| 5 | C=CCN1C(=O)C2C(C(=O)NC3CCCC3)C3(C)C=CC2(O3)C1C(=O)NC1CCCC1 (stereo not drawn) | -0.5% | 15% | 0.0% | -54% | 3.2% | 6% | -37% | -0.9 | 60 | 2% |
| 6 | CCOc1ccccc1NC(=O)Cn1nnc(C(=O)Nc2ccc(C)cc2)c1N | -0.6% | -7% | -0.3% | 0% | 2.7% | 0% | -6% | -0.1 | 70 | -3% |
| 7 | O=C(c1cnn(C(=O)COc2ccc(Cl)cc2)c1)c1ccccc1O | -3.2% | 10% | -0.2% | -9% | 9.6% | 5% | -7% | 0.3 | 57 | -4% |
| 8 | CCOC(=O)/C(C#N)=C/c1c(N2CCCCCC2)nc2ccccn2c1=O | -0.2% | 16% | 0.0% | 8% | -2.8% | -5% | 1% | 3.0 | 47 | 3% |
| 9 | CN(/N=C/c1cc(Br)cc(Br)c1O)c1cccc(C(F)(F)F)n1 | 0.0% | -11% | 6.4% | 0% | 2.5% | 6% | 24% | 22 | 80 | 3% |
| 10 | Cc1ccc2c(c1)C(C)CC(C)(C)N2C(=O)NC1CCCCC1 (stereo not drawn) | 0.1% | 22% | -0.4% | 1% | 1.0% | 3% | -30% | -0.6 | 43 | -10% |
| 11 | Cc1csc(NC(=O)c2sc3nc(-c4cccs4)ccc3c2N)n1 | x | 9% | 1.0% | 34% | -2.5% | x | 9% | -0.6 | 33 | 13% |
| 12 | O=C(O)C1(c2ccccc2)CCN(S(=O)(=O)c2cccc(Cl)c2)CC1 | 0.2% | 8% | -0.3% | -3% | -3.8% | 2% | -26% | 3.1 | 51 | -10% |
| 13 | CCCc1n[nH]c2c1/C(=N\O)CCC2 | 0.6% | 13% | 0.0% | 7% | 0.5% | 2% | -2% | -1.1 | 91 | 4% |
| 14 | NN1C(=O)/C(=C2/Sc3ccccc3N2CCCS(=O)(=O)O)SC1=S | -0.3% | -3% | -0.4% | -5%[20 µM] | -1.4% | 12% | -7% | 0.4 | 58 | -12% |
| 15 | Cc1cc(NC(=O)c2ccccc2Cl)c(C(C)C)cc1O | -0.5% | 21% | -0.1% | -11% | 3.6% | -3% | 25% | 1.4 | 89 | 22% |
| 16 | Cc1cc(C)nc(N2C(=O)CC(Cc3ccccc3)C2=O)n1 (stereo not drawn) | 0.3% | 9% | -0.1% | 16% | 13% | 9% | -17% | -0.6 | 89 | -11% |
| 17 | Cc1cccc(-c2cc3c(nn2)-c2ccccc2C3=O)c1 | 0.1% | 7% | 0.0% | -42% | 2.3% | 5% | -99% | 0.3 | 27 | -4% |
| 18 | CCC1(c2ccccc2)NC(=O)N(CC(=O)Nc2ccc3c(c2)OCO3)C1=O (stereo not drawn) | 0.4% | 2% | 0.1% | -32% | 2.0% | 9% | -11% | 0.6 | 48 | 8% |
| 19 | NC(=S)N/N=C/c1ccc(-c2ccc(SC(F)F)cc2)o1 | 0.8% | 2% | 0.3% | -39% | 11% | 13% | 0% | 14 | 58 | -4% |
| 20 | COc1ccccc1NC(=O)N1CCCC1C(=O)NC1CCCCC1 (stereo not drawn) | 0.1% | 6% | -0.2% | 13% | -0.9% | 5% | 1% | -1.4 | 76 | 20% |
| 21 | COC(=O)CCn1nnc(-c2ccc(C)cc2)n1 | -0.1% | -9% | -0.2% | 17% | -1.4% | 6% | -31% | 1.0 | 63 | 1% |
| 22 | CCCCCCCCNC(=O)c1cnccn1 | 0.1% | 12% | 0.5% | 10% | -0.4% | 11% | -11% | 1.6 | 65 | 4% |
| 23 | O=C(c1ccc(OC2CCN(CCc3ccccc3)CC2)cc1)N1CCCC(O)C1 (stereo not drawn) | -3.7% | 7% | 0.6% | -24% | -4.2% | 3% | -14% | 0.4 | 33 | -1% |
| 24 | Cc1cccc([C@@H]2[C@@H]3C(=O)N(Cc4ccccc4)C(=O)[C@@H]3[C@]3(CC(C)C)C(=O)N(c4cccc(Br)c4)C(=O)N23)c1 | 0.4% | 16% | 0.8% | -11%[20 µM] | -3.6% | 7% | -5% | 0.4 | 65 | 3% |
| 25 | COc1ccc(C(C2C(=O)CC(C)(C)CC2=O)C2C(=O)CC(C)(C)CC2=O)cc1COCC(F)(F)F | 0.0%[50 µM] | 8% | 0.3% | -3% | -1.2% | -4% | -32% | 3.2 | 62 | -4% |
| 26 | COc1cc(C2Nc3cc(Cl)c(S(N)(=O)=O)cc3S(=O)(=O)N2)ccc1OCc1ccccc1 (stereo not drawn) | -0.8% | -6% | 0.0% | -32% | 2.1% | 12% | -6% | -2.8 | 86 | 0% |
| 27 | COc1cc(-c2nc(Cc3ccccc3Cl)no2)cc(OC)c1OC | 3.5% | 14% | -0.1% | -4% | 0.8% | 12% | x | 4.4 | 59 | 24% |
| 28 | Cc1[nH]nc(-c2ccc(O)c(C)c2O)c1-c1cnn(-c2ccccc2)c1 | -0.4% | 0% | -0.1% | -24% | 7.5% | 86µM* | -26% | 4.7 | 79 | 1% |
| 29 | Nc1ccc(Nc2ccc([N+](=O)[O-])cc2[N+](=O)[O-])cc1 | 1.0% | -1% | 0.1% | 19% | 0.0% | 25% | -3% | 3.9 | 92 | -7% |
| 30 | Oc1c(Br)cc(Br)cc1CNc1ccccn1 | -0.2% | 12% | -0.3% | -4% | 3.4% | 15% | -10% | 2.1 | 69 | -8% |

31	COc1ccc(/C=N/NC(=S)Nc2c(C)n(C)n(-c3ccccc3)c2=O)cc1OC
32	CN(Cc1cn[nH]c1-c1ccc(-c2ccccc2)cc1)CC1CCOCC1
33	CCCOc1cccc(C2/C(=C(/O)c3ccc4c(c3)CC(C)O4)C(=O)C(=O)N2CCN2CCOCC2)c1 (stereo not drawn)
34	Cc1ccc(S(=O)(=O)CC(=O)Nc2nnc(C(C)(C)C)s2)cc1
35	CC(C)CC(=O)Nc1nnc(SCC(=O)NC2CCCCC2)s1
36	COc1ccccc1NC(=S)N1CCC(C(=O)c2ccc(F)cc2)CC1

screen / no.,31,32,33,34,35,36
UTI89 phage lysis,-0.3%,0.2%,0.3%,0.1%,1.7%[50 µM],-0.2%
GPR35 antagonists,5%,-10%,-7%,4%,-12%,0%
GPR55 activation,-0.2%,0.0%,0.2%,-0.2%,-0.1%,-0.3%
KOR beta-arrestin-1,-31%,18%,-36%,-10%,-15%,1%
KOR beta-arrestin-2,5.1%,-3.6%,-0.6%,-2.1%,13%,0.5%
MgcRacGAP inhibition,3%,12%,2%,4%,9%,5%
NOD1 NF-kB reporter,-15%,-6%,12%,-16%,-4%,-18%
NTR1 ag,-1.6,0.8,2.6,-1.6,-0.4,-1.4
NTR1 ag cell count 20 µM,41,63,54,49,50,32
GPR55 LPI antagonism,1%,-5%,5%,-6%,-5%,6%

37	Cc1ccc(NC(=O)CN2C(=O)C(C)Oc3ccccc32)nc1 (stereo not drawn)
38	Cc1cccc(NC(=S)NNC(=O)Cc2ccccc2)c1
39	CC(=O)N1CCCc2cc(S(=O)(=O)N3CCCC(C(=O)NCc4ccccc4)C3)ccc21 (stereo not drawn)
40	Cc1ccc(S(=O)(=O)/N=C(/c2ccc(F)cc2)N2CCCC2)cc1
41	Cn1ccnc1SCC(=O)Nc1ccc2c(c1)OCO2
42	CC(Sc1nc2ccc(C(=O)c3ccccc3)cc2[nH]1)C(=O)O (stereo not drawn)
43	CN1CCN(C(=O)c2cc3nc(-c4ccco4)cc(C(F)(F)F)n3n2)CC1
44	Cc1ccccc1/C=C1\OC(=O)c2ccccc21

screen / no.,37,38,39,40,41,42,43,44
UTI89 phage lysis,-0.7%,-0.5%,0.0%,0.3%,0.3%,0.2%,0.2%,5.9%
GPR35 antagonists,0%,2%,14%,-2%,8%,-11%,2%,-5%
GPR55 activation,0.1%,0.3%,-0.2%,0.1%,-0.3%,-0.1%,0.3%,-0.1%
KOR beta-arrestin-1,7%,11%,-40%,-22%,22%,-16%,-22%[20 µM],-20%
KOR beta-arrestin-2,15%,-2.6%,1.3%,-4.6%,-3.0%,-0.1%,x,-0.6%
MgcRacGAP inhibition,7%,5%,8%,8%,8%,10%,3%,-2%
NOD1 NF-kB reporter,-10%,-26%,-9%,-2%,-4%,-39%,-25%,3%
NTR1 ag,-0.3,-0.9,-1.0,-0.5,0.7,0.3,0.4,4.5
NTR1 ag cell count 20 µM,62,74,76,85,29,66,70,89
GPR55 LPI antagonism,5%,2%,-6%,6%,11%,3%,-2%,-5%

High-throughput results as filed in PubChem.

The list is partial. The share of hits here may be higher or lower than overall.
